Assay outcomes deposited in PubChem by several laboratories.
HGIII-sPLA2 inh: human group III sPLA2 inhibitors, primary screen, biochemical, QFRET, BODIPY PC-A2 liposome substrate; Group 3 secretory phospholipase A2 (Homo sapiens), Q9NZ20; AID 743126, 2013; inhibition, % at 12.2 µM; QFRET BODIPY PC-A2 liposome hydrolysis, fluorescence; actives 0.56% (n = 370,000);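 active = inhibition above mean plus 3 SD of compounds lying within the high and low control bounds, cut at about 19% in these data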;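 also: 0% = median of test compound wells and 100% = no enzyme DMSO wells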
Target sequence (Q9NZ20 whole entry, looked up): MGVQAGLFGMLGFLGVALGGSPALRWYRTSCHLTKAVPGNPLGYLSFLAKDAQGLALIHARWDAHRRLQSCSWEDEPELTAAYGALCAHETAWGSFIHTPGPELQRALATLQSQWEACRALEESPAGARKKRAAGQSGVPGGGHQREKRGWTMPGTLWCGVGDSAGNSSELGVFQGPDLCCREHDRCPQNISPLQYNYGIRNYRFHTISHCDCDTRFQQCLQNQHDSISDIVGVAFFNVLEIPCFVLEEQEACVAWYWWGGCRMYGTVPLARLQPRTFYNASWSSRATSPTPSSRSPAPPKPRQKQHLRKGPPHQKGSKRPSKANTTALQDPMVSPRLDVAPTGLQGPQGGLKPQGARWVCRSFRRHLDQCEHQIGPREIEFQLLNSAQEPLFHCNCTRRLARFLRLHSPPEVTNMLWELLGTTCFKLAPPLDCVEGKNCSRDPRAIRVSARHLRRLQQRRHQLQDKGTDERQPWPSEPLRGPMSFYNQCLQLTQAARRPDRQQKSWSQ
FXN GAA850 act: FXN promoter activators, primary screen, cell-based, luciferase luminescence, HEK293 lucGAA850; HEK293 lucGAA850 FXN promoter luciferase reporter, 24 h; percent of 10 µM SAHA response; activation, % at 6 µM; actives 0.56% (n = 360,000); AID 540364, 2011;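 active = activation above the average of all compounds screened plus 3 SD, cutoff fixed separately per campaign, cut at about 7.5% in these data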;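 also: 0% = DMSO wells and 100% = 10 µM SAHA wells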
ssDAF-12 act: S. stercoralis DAF-12 nuclear receptor activators, primary screen, cell-based, luminescence, HEK293, GRIP1 co-expression, lit1-tk-luc | HEK293 ssDAF-12/GRIP1 lit1-tk-luc reporter; % of 3 µM dafachronic acid response | activation, % at 6.8 µM | actives 1% (n = 370,000);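 active = activation above the mean over all tested compounds plus 3 SD, cut at about 0.9% in these data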;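 also: 0% = DMSO-only wells and 100% = 3 µM delta7-dafachronic acid wells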
PG9 binder: binders of HIV-1 gp120 antibody PG9, primary screen, biochemical, TR-FRET. TR-FRET gp120-PG9 antibody binding. inhibition, % at 6.7 µM. actives 0.43% (n = 360,000); in the data active = inhibition above about 8.5%
PLCb3 inh: human PLC-beta3 inhibitors, primary screen, biochemical, fluorescence; 1-phosphatidylinositol 4,5-bisphosphate phosphodiesterase beta-3 (Homo sapiens), Q01970; Purified PLC-beta3, fluorogenic substrate; inhibition, % at 12.2 µM; actives 0.18% (n = 370,000); AID 720704, 2013; in the data active = inhibition above about 11%;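 also: 0% = median of compound wells on plate and 100% = full blocker control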
DAX1 inh-1: DAX1 (NR0B1) inhibitors, primary screen, cell-based, HEK293, Gal4-DAX1, luciferase luminescence | Nuclear receptor subfamily 0 group B member 1 (Homo sapiens), P51843 | HEK293 Gal4-DAX1 luciferase reporter | inhibition, % at 6.75 µM | actives 0.99% (n = 340,000) | AID 504766, 2011;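 active = inhibition above the mean over all tested compounds plus 3 SD, cut at about 4.2% in these data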;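 also: 0% = DAX1-transfected cells with DMSO and 100% = empty-vector control cells with DMSO; inhibition shows as a rise in luminescence from relieved DAX1 repression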
hgDAF12 agonist: H. glycines DAF-12 receptor agonists, primary screen, cell-based, luminescence, HEK293, GAL4 fusion, UAS-luciferase. Nuclear hormone receptor DAF-12 (Heterodera glycines), GAL4 fusion. HEK293 GAL4-hgDAF12 UAS-luciferase reporter, agonist luminescence; normalized to butyrate control. activation, % at 6.8 µM. actives 1.8% (n = 370,000). AID 687014, 2013;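 active = activation above a cutoff set at the mean of all screened compounds plus 3 SD, cut at about 10% in these data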;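 also: 0% = DMSO wells and 100% = sodium butyrate wells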
DAX1 inh-2: DAX1 (NR0B1) inhibitors on StAR promoter, primary screen, cell-based, luminescence, SF-1 (NR5A1), full-length DAX-1 | inhibition, % at 6.8 µM | HEK293T StAR-luciferase reporter, SF-1/DAX-1 repression relief | actives 1.1% (n = 370,000) | AID 652010, 2013;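 active = inhibition above the mean over all tested compounds plus 3 SD, cut at about 3.6% in these data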;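 also: 0% = DAX-1 cells with DMSO and 100% = cells lacking DAX-1 with DMSO; higher inhibition means more luminescence from relief of DAX-1 repression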
NR1D1 modulator: modulators of Rev-erb alpha DNA binding, primary screen, biochemical, FITC-DNA, fluorescence polarization, uHTS; Rev-erbα–FITC-DNA binding, 90 min; AID 1259318, 2017; activity, % at 10 µM; Nuclear receptor subfamily 1 group D member 1 (Homo sapiens), P20393; actives 0.79% (n = 370,000);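 active = activity above about 14%, limit read from the data; passing the limit was not always enough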;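 also: 0% = DMSO wells with 35 nM protein and 100% = DMSO wells with 750 nM protein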
Target sequence (P20393 whole entry, looked up): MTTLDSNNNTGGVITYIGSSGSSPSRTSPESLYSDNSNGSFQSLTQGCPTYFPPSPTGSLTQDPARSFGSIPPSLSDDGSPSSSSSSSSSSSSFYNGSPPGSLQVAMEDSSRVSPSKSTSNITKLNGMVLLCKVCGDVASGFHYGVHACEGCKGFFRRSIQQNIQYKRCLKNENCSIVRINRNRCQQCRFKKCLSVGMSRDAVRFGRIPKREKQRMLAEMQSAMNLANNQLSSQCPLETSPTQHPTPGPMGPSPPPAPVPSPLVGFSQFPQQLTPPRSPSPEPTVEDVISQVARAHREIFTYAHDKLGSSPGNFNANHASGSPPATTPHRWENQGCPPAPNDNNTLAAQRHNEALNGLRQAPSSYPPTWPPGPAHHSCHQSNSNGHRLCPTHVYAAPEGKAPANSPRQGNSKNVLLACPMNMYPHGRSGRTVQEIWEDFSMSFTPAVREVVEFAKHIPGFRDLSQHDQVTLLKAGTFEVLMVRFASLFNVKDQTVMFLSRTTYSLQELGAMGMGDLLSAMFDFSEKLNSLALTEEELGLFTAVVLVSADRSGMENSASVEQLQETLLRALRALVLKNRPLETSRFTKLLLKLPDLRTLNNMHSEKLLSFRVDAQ
hcDAF-12 act: H. contortus DAF-12 nuclear receptor activators, primary screen, cell-based, luminescence, HEK293, lit1-tk-luc reporter. HEK293 hcDAF-12 lit1-tk-luc reporter; 0% DMSO, 100% Δ7-dafachronic acid. activation, % at 6.8 µM. actives 1.4% (n = 370,000). AID 652067, 2013;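 active = activation above the mean of all tested compounds plus 3 SD, cut at about 5.5% in these data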;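 also: 100% = response to 3 µM Δ7-dafachronic acid high control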
SMARCA2 activ: SMARCA2 (BRM) function activators, primary screen, cell-based, luminescence, high throughput; MG213 cells, MMTV-luciferase reporter, dexamethasone, overnight; activation, % at 9.1 µM; actives 1% (n = 370,000); AID 652017, 2013; in the data active = activation above about 7.8%;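 also: 0% = vehicle wells and 100% = reference activator wells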
* = called active by the depositor.

CC(O)Cc1nsc(NC(=O)c2ccc(Br)o2)n1 (configuration not stated) was read as HGIII-sPLA2 inh 4, FXN GAA850 act -0.9, ssDAF-12 act -1.6, PG9 binder 1.2, PLCb3 inh -3, DAX1 inh-1 0.8, hgDAF12 agonist 1.3, DAX1 inh-2 -0.4, NR1D1 modulator 2, hcDAF-12 act -0.6 and SMARCA2 activ 1.
`COc1cccc2cc(C(C)N(CCCN3CCOCC3)C(=O)Nc3ccc(Cl)cc3)oc12` (configuration not stated) gave HGIII-sPLA2 inh -13, FXN GAA850 act -4.0, ssDAF-12 act -1.2, PG9 binder -0.9, PLCb3 inh 3, DAX1 inh-1 -1.1, hgDAF12 agonist -1.8, DAX1 inh-2 -0.4, NR1D1 modulator -4, hcDAF-12 act -0.8 and SMARCA2 activ -3.
c1coc(CN2CCN(C(c3cccs3)c3nnnn3C3CCCC3)CC2)c1 (configuration not stated) was read as HGIII-sPLA2 inh -2, FXN GAA850 act -1.4, ssDAF-12 act -1.1, PG9 binder -3.6, PLCb3 inh 7, DAX1 inh-1 -0.7, hgDAF12 agonist 0.2, DAX1 inh-2 0.0, NR1D1 modulator 4, hcDAF-12 act -0.7 and SMARCA2 activ 5.
For Cc1nn(C)c(C)c1Sc1ccccc1N the results were HGIII-sPLA2 inh 2, FXN GAA850 act 0.8, ssDAF-12 act -1.4, PG9 binder -1.8, PLCb3 inh 2, DAX1 inh-1 1.4, hgDAF12 agonist 0.8, DAX1 inh-2 0.4, NR1D1 modulator 5, hcDAF-12 act -1.7 and SMARCA2 activ -4.
Screening CN(C)CCn1c(=O)n(C2CCCCC2)c(=O)c2c3c(sc21)CCCCC3 returned HGIII-sPLA2 inh -4, FXN GAA850 act 3.9, ssDAF-12 act -1.3, PG9 binder -1.9, PLCb3 inh -5, DAX1 inh-1 2.8, hgDAF12 agonist 3.4, DAX1 inh-2 0.6, NR1D1 modulator 5, hcDAF-12 act 0.8 and SMARCA2 activ 0.
Screening NS(=O)(=O)c1ccc(CCNC(=O)C2CCN(S(=O)(=O)c3ccc(Br)s3)CC2)cc1 returned HGIII-sPLA2 inh 1, FXN GAA850 act 2.0, ssDAF-12 act -1.2, PG9 binder -0.3, PLCb3 inh 0, DAX1 inh-1 0.1, hgDAF12 agonist -1.0, DAX1 inh-2 0.8, NR1D1 modulator -3, hcDAF-12 act -0.6 and SMARCA2 activ -2.
`CCOc1ccc(CSc2nc(C)cc(COC)c2C#N)cc1OCC` gave HGIII-sPLA2 inh -4, FXN GAA850 act 0.3, ssDAF-12 act -2.0, PG9 binder 1.8, PLCb3 inh -5, DAX1 inh-1 -0.4, hgDAF12 agonist -3.7, DAX1 inh-2 0.7, NR1D1 modulator -3, hcDAF-12 act -1.2 and SMARCA2 activ -3.
Screening COc1ccc(/C=C2\SC(=S)N(CCC(=O)NC3=NCCS3)C2=O)cc1OC returned HGIII-sPLA2 inh 2, FXN GAA850 act -4.4, ssDAF-12 act -1.7, PG9 binder -4.1, PLCb3 inh -4, DAX1 inh-1 -1.6, hgDAF12 agonist -5.3, DAX1 inh-2 -0.5, NR1D1 modulator 1, hcDAF-12 act -2.6 and SMARCA2 activ -3.
`CCOc1cc(CNC(=O)CN2C(=O)c3ccccc3S2(=O)=O)ccc1OC` gave HGIII-sPLA2 inh 4, FXN GAA850 act -1.2, ssDAF-12 act -0.1, PG9 binder 0.9, PLCb3 inh 3, DAX1 inh-1 1.3, hgDAF12 agonist -0.6, DAX1 inh-2 -0.8, NR1D1 modulator 4, hcDAF-12 act -1.1 and SMARCA2 activ -2.
S=C(NCCN1CCOCC1)Nc1cccc(Cl)c1 was read as HGIII-sPLA2 inh -2, FXN GAA850 act -1.7, ssDAF-12 act -0.9, PG9 binder 2.5, PLCb3 inh 3, DAX1 inh-1 0.8, hgDAF12 agonist -0.6, DAX1 inh-2 -0.8, NR1D1 modulator 3, hcDAF-12 act 1.7 and SMARCA2 activ 0.
For COc1cc(OC)c(OC)cc1CNC(=O)c1cc(=O)[nH]c2ccccc12 the results were HGIII-sPLA2 inh 3, FXN GAA850 act -0.7, ssDAF-12 act -0.5, PG9 binder -2.6, PLCb3 inh -3, DAX1 inh-1 1.5, hgDAF12 agonist -0.1, DAX1 inh-2 0.1, NR1D1 modulator 3, hcDAF-12 act -0.4 and SMARCA2 activ 0.
Screening O=C1CC(=O)C(n2cncn2)C(c2c(F)cccc2Cl)C1 (configuration not stated) returned HGIII-sPLA2 inh -4, FXN GAA850 act -1.6, ssDAF-12 act -1.4, PG9 binder -0.1, PLCb3 inh -2, DAX1 inh-1 -0.5, hgDAF12 agonist 3.9, DAX1 inh-2 -1.1, NR1D1 modulator 3, hcDAF-12 act 1.3 and SMARCA2 activ 6.
COc1ccc(S(=O)(=O)NCC(=O)N(CC(=O)NCC2CCCO2)c2c(C)cccc2C)cc1 (configuration not stated) was read as HGIII-sPLA2 inh -2, FXN GAA850 act 3.1, ssDAF-12 act -1.2, PG9 binder 2.0, PLCb3 inh 1, DAX1 inh-1 0.6, hgDAF12 agonist -1.7, DAX1 inh-2 -0.2, NR1D1 modulator 3, hcDAF-12 act -1.4 and SMARCA2 activ 1.
COC(=O)[C@H](Cc1c[nH]c2ccccc12)NC(=O)Nc1ccccc1OC was read as HGIII-sPLA2 inh -42, FXN GAA850 act 0.3, ssDAF-12 act -1.1, PG9 binder -4.0, PLCb3 inh -3, DAX1 inh-1 3.1, hgDAF12 agonist 0.0, DAX1 inh-2 0.2, NR1D1 modulator -11, hcDAF-12 act 0.8 and SMARCA2 activ 0.
Screening COc1ccc(C2=NN(c3ccccc3)C(=O)/C2=C\c2ccc(O)c(OC)c2)cc1 returned HGIII-sPLA2 inh 4, FXN GAA850 act 0.2, ssDAF-12 act -1.1, PG9 binder -5.0, PLCb3 inh -2, DAX1 inh-1 2.1, hgDAF12 agonist -1.7, DAX1 inh-2 -0.4, NR1D1 modulator 3, hcDAF-12 act 0.2 and SMARCA2 activ 3.
`O=C(O)c1cccc(NC(=O)c2ccc3c(c2)C(=O)N(c2ccccc2)C3=O)c1` gave HGIII-sPLA2 inh 0, FXN GAA850 act -0.6, ssDAF-12 act -1.1, PG9 binder -2.2, PLCb3 inh -2, DAX1 inh-1 0.9, hgDAF12 agonist 2.7, DAX1 inh-2 -0.5, NR1D1 modulator 2, hcDAF-12 act -1.3 and SMARCA2 activ 3.
`CCN(CC)S(=O)(=O)c1ccc(N2CCCC2)c(NC(=O)CSCc2c(C)noc2C)c1` gave HGIII-sPLA2 inh 6, FXN GAA850 act -0.4, ssDAF-12 act -1.4, PG9 binder 1.0, PLCb3 inh -9, DAX1 inh-1 0.5, hgDAF12 agonist -4.9, DAX1 inh-2 -0.5, NR1D1 modulator 3, hcDAF-12 act -0.1 and SMARCA2 activ -4.
For COC(=O)C1CN(C2CCCC2)CCS(=O)(=O)N1Cc1cn(Cc2ccc(F)cc2)nn1 (configuration not stated) the results were HGIII-sPLA2 inh 4, ssDAF-12 act -0.7, PLCb3 inh 3, hgDAF12 agonist -0.2, DAX1 inh-2 -0.2, NR1D1 modulator -2, hcDAF-12 act -2.3 and SMARCA2 activ 3.
For O=C(CCCOc1ccccc1)Nc1cccc(S(=O)(=O)N2CCCCCC2)c1 the results were HGIII-sPLA2 inh -29, FXN GAA850 act -0.7, ssDAF-12 act -1.6, PG9 binder -2.1, PLCb3 inh -5, DAX1 inh-1 -0.6, hgDAF12 agonist -0.7, DAX1 inh-2 -2.0, NR1D1 modulator 3, hcDAF-12 act -2.2 and SMARCA2 activ -2.
`Cc1noc(C)c1/C=N/Nc1ccccn1` gave HGIII-sPLA2 inh 0, FXN GAA850 act 0.7, ssDAF-12 act -1.6, PG9 binder -1.0, PLCb3 inh -4, DAX1 inh-1 1.1, hgDAF12 agonist -1.0, DAX1 inh-2 -1.5, NR1D1 modulator 1, hcDAF-12 act 2.8 and SMARCA2 activ -1.

Gathered by group, those above containing an aryl thioether with sulfur outside any ring (2)
For Cc1nn(C)c(C)c1Sc1ccccc1N the results were HGIII-sPLA2 inh 2, FXN GAA850 act 0.8, ssDAF-12 act -1.4, PG9 binder -1.8, PLCb3 inh 2, DAX1 inh-1 1.4, hgDAF12 agonist 0.8, DAX1 inh-2 0.4, NR1D1 modulator 5, hcDAF-12 act -1.7 and SMARCA2 activ -4.
`CCOc1ccc(CSc2nc(C)cc(COC)c2C#N)cc1OCC` gave HGIII-sPLA2 inh -4, FXN GAA850 act 0.3, ssDAF-12 act -2.0, PG9 binder 1.8, PLCb3 inh -5, DAX1 inh-1 -0.4, hgDAF12 agonist -3.7, DAX1 inh-2 0.7, NR1D1 modulator -3, hcDAF-12 act -1.2 and SMARCA2 activ -3.

Other compounds follow.
`O=C(O)c1ccc(N/N=C/c2ccc(-c3cccc(Cl)c3)o2)cc1` gave HGIII-sPLA2 inh -59, FXN GAA850 act 11*, ssDAF-12 act 1.0*, PG9 binder -2.8, PLCb3 inh -284, DAX1 inh-1 7.2*, hgDAF12 agonist 16*, DAX1 inh-2 6.2*, NR1D1 modulator -7, hcDAF-12 act 5.5 and SMARCA2 activ 6.
For CCN1CCN(CC(=O)Nc2cc(C)on2)CC1 the results were HGIII-sPLA2 inh 3, FXN GAA850 act 2.7, ssDAF-12 act -0.7, PG9 binder -1.6, PLCb3 inh 3, DAX1 inh-1 0.1, hgDAF12 agonist -4.7, DAX1 inh-2 0.0, NR1D1 modulator -3, hcDAF-12 act 1.4 and SMARCA2 activ -1.
For O=C1NC[C@H](CCCCN2C[C@H](Cc3ccc(O)cc3)N(CC3CCCCC3)C(=O)C2=O)N(CC2CCCCC2)C1=O the results were HGIII-sPLA2 inh -26, ssDAF-12 act -1.4, PG9 binder -2.6, PLCb3 inh 0, hgDAF12 agonist -1.0, DAX1 inh-2 -0.3, NR1D1 modulator -5, hcDAF-12 act -1.2 and SMARCA2 activ 0.
`CC(=O)NCC(=O)OCC(=O)c1ccc(C)cc1` gave HGIII-sPLA2 inh 8, FXN GAA850 act -2.4, ssDAF-12 act -1.0, PG9 binder -0.5, PLCb3 inh 8, DAX1 inh-1 -0.7, hgDAF12 agonist -0.4, DAX1 inh-2 0.1, NR1D1 modulator -1, hcDAF-12 act -1.0 and SMARCA2 activ 3.
